ABCG2 inh = inhibitors of human ABCG2 transporter, ABCB1 counter-screen; Q9UNQ0; IgMXP3 cells, JC-1 efflux, flow cytometry; inhibition, % at 6.6 µM; hit rate 0.1% among 190,000; AID 1325;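 active means inhibition above 80%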;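 further: 0% = DMSO and 100% = nicardipine control wells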
Target sequence (Q9UNQ0 whole entry, looked up): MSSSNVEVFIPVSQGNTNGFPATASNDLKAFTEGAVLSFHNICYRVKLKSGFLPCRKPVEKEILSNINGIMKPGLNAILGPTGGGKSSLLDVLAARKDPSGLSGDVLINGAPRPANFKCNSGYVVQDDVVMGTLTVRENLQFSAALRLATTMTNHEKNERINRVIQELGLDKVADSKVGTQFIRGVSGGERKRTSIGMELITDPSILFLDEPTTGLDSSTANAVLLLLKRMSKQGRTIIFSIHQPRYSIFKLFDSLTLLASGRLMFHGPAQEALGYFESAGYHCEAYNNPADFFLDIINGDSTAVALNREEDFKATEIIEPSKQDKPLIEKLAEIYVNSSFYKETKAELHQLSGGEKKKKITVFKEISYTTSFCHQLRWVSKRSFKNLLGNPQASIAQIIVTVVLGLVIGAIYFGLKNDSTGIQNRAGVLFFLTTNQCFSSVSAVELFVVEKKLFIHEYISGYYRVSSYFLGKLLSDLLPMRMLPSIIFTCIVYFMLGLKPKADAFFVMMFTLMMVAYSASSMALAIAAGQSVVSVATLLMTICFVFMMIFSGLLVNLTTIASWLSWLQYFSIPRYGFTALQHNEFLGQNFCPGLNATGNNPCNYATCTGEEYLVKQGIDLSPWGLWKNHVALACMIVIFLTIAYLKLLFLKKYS
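Test system: IgMXP3 (ABCG2) plus far-red-tagged CCRF-Adr (ABCB1) cells. Reagent: JC-1 dye as substrate. Timing: 10 min exposure at 25 °C with rotation, no wash. Measured by: flow cytometric JC-1 green MFI at 530 nm. Read-out: percent efflux inhibition, scaled nicardipine 100% to DMSO 0%. Control set: nicardipine and DMSO wells.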
GSH fluor = compound fluoresces at 488/530 nm on GSH beads. GSH beads flow cytometry, compound fluorescence 488/530 nm; stronger effect = higher value. hit rate 0.25% among 190,000. fluorescence (KMESF) at 10 µM. AID 1776; in the data active means fluorescence above about 89;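 further: glutathione beads carrying GST-tagged Bcl family fusion proteins plus one bare bead set; values are compound well signal with DMSO vehicle wells as background; inactives centre near 16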
Cdc42 wt GTP = human Cdc42 wildtype GTP binding change, either direction; P60953; GST-Cdc42 beads, Bodipy-GTP binding, flow cytometry; actives lie on both sides; percent activity (GTP binding), % at 10 µM; hit rate 0.2% among 190,000; AID 761;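 active means percent activity GTP binding at least 20 points away from the 100% baseline, either down as inhibitor or up as activator; inconclusive means compound flagged as likely green fluorescent from well-wide comparison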;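 further: median bead fluorescence of bound Bodipy-FL-GTP at 100 nM; 0% = excess unlabeled GTP control and 100% = no compound control; below 100% means less GTP binding so inhibitor and above means activator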
Target sequence (P60953 whole entry, looked up): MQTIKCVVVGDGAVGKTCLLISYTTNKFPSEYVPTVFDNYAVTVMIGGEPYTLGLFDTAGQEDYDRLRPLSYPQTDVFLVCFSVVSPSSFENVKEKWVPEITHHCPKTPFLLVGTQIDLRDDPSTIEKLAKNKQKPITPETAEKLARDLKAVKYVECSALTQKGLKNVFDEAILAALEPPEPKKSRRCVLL
Rac1 act GTP bind = alters GTP binding to activated mutant human Rac1 | GST-Rac1 activated beads, fluorescent GTP binding, flow cytometry; actives lie on both sides; 100% means binding = to untreated wells | hit rate 0.11% among 190,000 | percent activity (GTP binding), % at 10 µM;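 active means GTP binding at least 20 percentage points away from the 100% baseline, in either direction, so actives lie on both sides; inconclusive means Compound likely fluorescent itself, or too few beads counted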
Avidin bead fluor = avidin bead compound fluorescence profile; fluorescence (KMESF) at 10 µM; Avidin beads, compound fluorescence 488/530 nm, flow cytometry; stronger effect = higher value; AID 1775; hit rate 0.38% among 220,000; in the data active means fluorescence above about 47; further: inactives centre near 10
Rac1 wt modul = human Rac1 wildtype GTP binding, inhibitors and activators. GST-Rac1 beads, fluorescent GTP binding, flow cytometry; actives lie on both sides; 0 = cold GTP competed, 100 = untreated. GTP binding activity (% of control), % at 10 µM. hit rate 0.27% among 190,000;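 active means GTP binding activity at least 20 points away from the 100% control level, either lower or higher; inconclusive means compound flagged as likely green fluorescent, judged across all proteins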
HRas wt GTP = human HRas wildtype GTP binding, change in either direction. P01112. GST-Ras wt beads, Bodipy-FL-GTP binding, flow cytometry; actives lie on both sides. GTP binding activity, % at 10 µM. hit rate 0.14% among 190,000. AID 759;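 active means GTP binding activity at least 20% away from the 100% baseline, either lowered as inhibitor or raised as activator; inconclusive means flagged as likely green fluorescent, judged across all proteins in the well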;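 further: 0% = unlabeled GTP competition control and 100% = no-compound control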
Target sequence (P01112 whole entry, looked up): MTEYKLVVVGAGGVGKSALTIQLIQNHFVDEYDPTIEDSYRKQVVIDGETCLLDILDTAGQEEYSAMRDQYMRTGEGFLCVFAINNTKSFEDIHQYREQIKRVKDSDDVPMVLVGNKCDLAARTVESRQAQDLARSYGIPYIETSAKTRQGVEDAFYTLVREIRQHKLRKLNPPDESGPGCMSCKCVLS
Rab7 wt GTP bind = alters GTP binding to wildtype dog Rab7; hit rate 0.055% among 190,000; GTP binding activity (percent of control), % at 10 µM; GST-Rab7 beads, fluorescent GTP binding, flow cytometry; actives lie on both sides; untreated = 100%, excess cold GTP = 0%; AID 758;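 active means fluorescent GTP binding to Rab7 beads changed by at least 20 points from the 100% baseline, either direction, mostly lower; inconclusive means compound itself probably fluorescent, or too few beads counted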;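 further: median green fluorescence of bound Bodipy-FL-GTP per Rab7 bead population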
Pf gamet viab = P. falciparum stage V gametocyte viability inhibition. P. falciparum stage V gametocytes, ATP luminescence, 24 h. AID 743093. inhibition, % at 10.9 µM. hit rate 0.065% among 150,000;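 active means inhibition above the mean plus 3 SD of compounds within the control limits, set per campaign, cut at about 38% in these data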;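 further: 0% = DMSO wells and 100% = medium only without gametocytes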
ABCB1 inh = inhibitors of human ABCB1 transporter, ABCG2 counter-screen; P08183; inhibition, % at 6.6 µM; CCRF-Adr cells, JC-1 efflux, flow cytometry; hit rate 0.067% among 190,000; in the data active means inhibition above about 40%;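 further: 0% = vehicle and 100% = reference inhibitor; higher value means more JC-1 retained so stronger ABCB1 efflux block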
Rab2 wt GTP = changes GTP binding to wildtype dog Rab2A, up or down. AID 760. hit rate 0.19% among 190,000. P61105. GTP binding activity, % at 10 µM. GST-Rab2 wt beads, Bodipy-GTP binding, flow cytometry;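 active means GTP binding activity at least 20 points away from 100%, either lowered or raised; inconclusive means signal likely due to the compound's own green fluorescence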;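 further: 0% = beads with excess unlabeled GTP and 100% = no-compound control corrected for plate trend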
* marks the source's active call; other numbers are inactive results; ? = inconclusive; . = not tested or not shown. Compounds as they come; any-hit rate near 1.1%.

SMILES | ABCG2 inh | GSH fluor | Cdc42 wt GTP | Rac1 act GTP bind | Avidin bead fluor | Rac1 wt modul | HRas wt GTP | Rab7 wt GTP bind | Pf gamet viab | ABCB1 inh | Rab2 wt GTP
CC(N=C1NS(=O)(=O)c2ccccc21)c1ccccc1 (stereo not drawn) | 1 | 40 | 99 | 95 | 10 | 97 | 99 | 97 | 1 | 0.1 | 99
Cc1cc(N)n(-c2ccc(S(N)(=O)=O)cc2[N+](=O)[O-])n1 | 9 | 14 | 98 | 98 | 13 | 101 | 101 | 104 | . | 1.6 | 101
O=C1CCCC2=C1C(c1ccc(O)c(Br)c1)C1=C(CCCC1=O)N2c1ccccc1 | 16 | 15 | 91 | 91 | 11 | 94 | 94 | 92 | -6 | 3.3 | 94
Cc1c(Cl)cnc(NC(=O)COC(=O)C(NC(=O)c2ccco2)C(C)C)c1Cl (stereo not drawn) | 7 | 27 | 93 | 88 | 11 | 88 | 93 | 92 | -13 | 1.8 | 90
O=C(Nc1cccc(Cl)c1)Nc1ccc(Br)cc1F | 26 | 7 | 103 | 100 | 6 | 105 | 105 | 98 | -10 | 0.4 | 102
Cc1ccnc(NS(=O)(=O)c2ccc(NC(=O)C3CCCCC3)cc2)n1 | 5 | 11 | 98 | 98 | 10 | 101 | 98 | 100 | . | 0.1 | 99
CCc1nnc(NC(=O)CSc2nnc(CNc3ccc(Cl)cc3)o2)s1 | 36 | 26 | 97 | 95 | 7 | 99 | 96 | 96 | . | 0.1 | 98
COC(=O)N/N=C\c1c(C)[nH]n(-c2ccccc2)c1=O | 9 | 11 | 100 | 95 | 11 | 101 | 98 | 104 | . | 0.3 | 99
CCOC(=O)C1(CCc2ccccc2)CCN(C(=O)CN2CCOC2=O)CC1 | 4 | 9 | 95 | 95 | 9 | 96 | 96 | 92 | 13 | 0.7 | 94
CC(C)COC(=O)C(C)Nc1n[nH]c(=S)[nH]c1=O (stereo not drawn) | 0 | 15 | 94 | 95 | 12 | 98 | 95 | 100 | . | 0.0 | 99
CN(C)C(=O)CSC1c2ccccc2C(=O)N1c1ccccc1 (stereo not drawn) | 2 | 26 | 101 | 99 | -2 | 101 | 99 | 103 | . | 0.5 | 101
Cc1nn(-c2ccccc2)c(Cl)c1/C=C1\SC(=S)NC1=O | -6 | 30 | 95 | 93 | 3 | 96 | 95 | 94 | . | -4.1 | 94
Cc1cccc(S(=O)(=O)C(C#N)c2nc3ccccc3nc2N2CCOCC2)c1 (stereo not drawn) | 0 | 17 | 98 | 94 | 9 | 108 | 99 | 100 | . | 0.4 | 98
CN(C)C(=O)CSc1cccc2cccnc12 | 2 | 23 | 99 | 99 | 22 | 98 | 98 | 96 | -7 | 0.5 | 95
Cc1ccc(NC(=O)CC2SC(=O)NC2=O)cc1 (stereo not drawn) | 2 | 6 | 102 | 98 | 9 | 103 | 98 | 101 | 12 | 0.1 | 94
O=S(=O)(c1ccccc1)c1ccccc1/C=N\O | -1 | 35 | 101 | 98 | 8 | 103 | 99 | 100 | 27 | -1.6 | 97
Oc1[nH]c2ccccc2c1C=NCC1CCCO1 (stereo not drawn) | 2 | 12 | 100 | 95 | 35 | 98 | 97 | 96 | -13 | 0.5 | 97
CCN1C(=O)c2cccc3c(NC(=O)c4ccccc4)ccc1c23 | 23 | 23 | 93 | 95 | 5 | 88 | 95 | 102 | . | 0.1 | 95
CCN=C1Sc2nc3ccc(OCC)cc3cc2CN1CCOC | 3 | 21 | 100 | 100 | 14 | 100 | 102 | 102 | . | 0.8 | 104
CCOC(=O)c1ccc2c(c1)sc(=NC(=O)c1ccco1)n2CCOC | 4 | 10 | 105 | 99 | 10 | 102 | 101 | 102 | 5 | 0.6 | 101
Cc1cc(SCNC(=O)c2ccccc2)ncn1 | 0 | 22 | 98 | 97 | 32 | 102 | 97 | 103 | -19 | 0.4 | 96
CC(C)c1ccc(-c2noc(C3CCCN(C(=O)c4ccc(F)cc4F)C3)n2)cc1 (stereo not drawn) | 5 | 30 | 92 | 94 | 9 | 88 | 94 | 95 | -3 | 0.8 | 94
CCCN(C(=O)CN1C(=O)NC2(CCCCCC2)C1=O)C1CCS(=O)(=O)C1 (stereo not drawn) | 8 | 24 | 96 | 94 | 11 | 100 | 100 | 92 | -4 | 1.6 | 97
Cc1ccc(SCCCCN2CCNCC2)cc1 | 6 | 6 | 106 | 103 | 12 | 106 | 103 | 97 | -5 | 0.9 | 101
COCCCNCC(=O)Nc1sc(C)c(C)c1C(=O)OC | 2 | 14 | ? | ? | 5 | ? | ? | ? | 12 | 0.5 | ?
O=C(Cc1ccccc1F)OCC(=O)N1CCc2ccccc21 | 2 | 13 | 96 | 95 | 9 | 99 | 97 | 91 | 8 | -0.1 | 95
CC(C)CCOc1ccc(NC(=O)C2OC3OC(C)(C)OC3C3OC(C)(C)OC23)cc1 (stereo not drawn) | 1 | 29 | 103 | 98 | 21 | 100 | 101 | 101 | 4 | -0.1 | 101
COc1ccc2oc(=O)c(C(=O)N3c4ccccc4CC3C)cc2c1 (stereo not drawn) | 4 | 44 | 100 | 99 | 11 | 100 | 98 | 97 | . | 0.6 | 98
COc1ccccc1NC(=O)/C(=N/OCc1ccc(F)cc1)C(C)=O | 0 | 11 | 99 | 99 | 20 | 101 | 96 | 101 | -8 | -0.3 | 97
O=C1CC2C(=O)NCCN2C(=NC(=O)c2ccccc2)N1 (stereo not drawn) | 3 | 10 | 97 | 98 | 11 | 101 | 96 | 96 | . | 0.4 | 97
COc1ccc(C(=O)Nc2scc(-c3ccc(Cl)cc3Cl)c2C(N)=O)cc1 | 3 | 9 | 102 | 99 | 9 | 107 | 104 | 102 | -26 | 1.1 | 103
CN(C)C(=O)c1cnc(Sc2ncc(C(F)(F)F)cc2Cl)n1C | -8 | 21 | 101 | 100 | 20 | 104 | 100 | 95 | . | -0.6 | 102
O=C(CN1CCOCC1)Nc1cccc(C(=O)Nc2cccc(C(F)(F)F)c2)c1 | 1 | 25 | 103 | 100 | 9 | 104 | 105 | 101 | -26 | 0.1 | 106
CSc1nc(-c2ccccc2)c(-c2ccccc2)[nH]1 | 1 | 18 | 105 | 99 | 18 | 103 | 104 | 96 | . | 0.0 | 104
Cc1ccc2cccc(Oc3cnccn3)c2n1 | 5 | 24 | 96 | 93 | 13 | 94 | 96 | 93 | . | 0.8 | 92
CCOC(=O)c1cc(-c2ccccc2)sc1NC(=O)c1ccc(OC)cc1 | 1 | 30 | 102 | 96 | 8 | 101 | 101 | 98 | . | -0.1 | 98
Cc1ccccc1OC(C)c1nc(-c2ccccc2)no1 (stereo not drawn) | 0 | 31 | 98 | 93 | 14 | 95 | 98 | 99 | . | 0.2 | 97
O=C(CCCOc1ccc(Cl)cc1Cl)NCC1CCCO1 (stereo not drawn) | 2 | 16 | 100 | 97 | 7 | 101 | 99 | 94 | . | 0.4 | 98
O=c1cc(-c2ccccc2)n(S(=O)(=O)c2ccccc2)o1 | -1 | 19 | 98 | 100 | 11 | 101 | 97 | 95 | . | -0.7 | 96
CCNc1ccc(S(=O)(=O)C(F)(F)F)cc1NC(=O)C12CCC(CC1)C2 | 4 | 27 | 95 | 92 | 13 | 93 | 95 | 94 | 14 | 0.6 | 95
COc1cc(C(=O)NC(=S)Nc2ccc(NC(=O)c3ccco3)cc2)cc(OC)c1OC | 0 | 15 | 97 | 100 | 6 | 101 | 98 | 102 | -27 | 0.7 | 100
Nc1cccc(-c2nc3ccc(N)cc3s2)c1 | -1 | 26 | 101 | 100 | 28 | 106 | 101 | 100 | . | -0.7 | 100
COc1ccc(-n2c(Cc3cccn3C)nnc2SCC(=O)Nc2ccc(C)c(Cl)c2)cc1 | 10 | 15 | 99 | 98 | 24 | 103 | 99 | 102 | . | 1.2 | 99
COc1ccc(-c2[nH]c(-c3ccc(C)cc3)nc2SCC(=O)Nc2nccs2)cc1 | -1 | 19 | 98 | 101 | 12 | 99 | 98 | 101 | 7 | -0.3 | 101
CCOC(=O)C1CCCN(C(=O)c2cc(Nc3ccc(OC)cc3OC)nc3ccccc23)C1 (stereo not drawn) | 7 | 6 | 98 | 95 | 6 | 99 | 98 | 90 | . | 5.3 | 92
CN(C)C(=O)c1ccc(Oc2ccc(C(=O)N(C)C)cc2)cc1 | 4 | 14 | 99 | 98 | 22 | 103 | 100 | 102 | -8 | 0.6 | 100
COc1cccc(-c2csc(N3CCN(CC(=O)NNC(=O)c4ccc(Cl)cc4)CC3)n2)c1 | 4 | 29 | 100 | 97 | 7 | 99 | 99 | 98 | 10 | 0.6 | 98
Cc1ccsc1/C=N/NC(=O)c1ccco1 | 5 | 10 | 104 | 101 | 14 | 108 | 101 | 99 | 10 | 0.6 | 99
CC(C)NC(=O)COc1ccc(S(=O)(=O)N2CCOCC2)cc1 | 0 | 5 | 102 | 98 | 8 | 100 | 99 | 98 | . | 0.0 | 98
O=C(Nc1cc(Sc2ccccn2)cc([N+](=O)[O-])c1)c1cccc(F)c1 | 35 | 21 | 98 | 100 | 12 | 97 | 99 | 99 | 6 | 2.9 | 101
COC(=O)CC1C(=O)NC2CCCCC2N1C(=O)c1ccccc1 (stereo not drawn) | 1 | 35 | 99 | 97 | 16 | 95 | 97 | 96 | -7 | 0.8 | 97
COc1ccc(C(C)=O)cc1COC(=O)c1ccc(N)c([N+](=O)[O-])c1 | 1 | 13 | 94 | 95 | 8 | 98 | 96 | 94 | -4 | -0.1 | 94
Cc1ccc2cc(CN(Cc3nnnn3C3CCCC3)C3CCCCC3)c(=O)[nH]c2c1C | 11 | 23 | 102 | 103 | 30 | 107 | 102 | 96 | -1 | 1.5 | 102
Fc1ccc(C2=Nn3c(Cc4ccccc4)nnc3SC2)cc1 | 44 | 19 | 99 | 96 | 10 | 100 | 99 | 101 | . | -0.8 | 99
C=C(C)C1CC=C(CN2CCC(C(=O)OCC)CC2)CC1 (stereo not drawn) | 1 | 5 | 106 | 101 | 5 | 110 | 101 | 101 | . | 0.2 | 102
CCn1c(=O)cc(SCC(=O)N2CCN(c3ccccc3F)CC2)c2ccccc21 | 2 | 17 | 94 | 96 | 11 | 101 | 95 | 95 | . | 0.7 | 97

Bioassay records (PubChem BioAssay)
